MDM2 E3 inh: MDM2-luciferase reporter signal enhancers, primary screen, MDM2 E3 ligase inhibitor project, cell-based, luminescence, 1536-well. cell-based MDM2 ubiquitination luciferase reporter, 2 h; 0 = plate control, 100 = twice control, blank-subtracted. signal enhancement, % at 5 µM. 0.11% of 210,000 active. AID 1230, 2008;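 active = signal enhancement of 30% or more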;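 note: luminescence tracks abundance of the self-degrading MDM2-luciferase fusion protein; higher signal means inhibition of MDM2 E3 ligase activity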
Target sequence (Q00987 whole entry, looked up, the tested form may be a part): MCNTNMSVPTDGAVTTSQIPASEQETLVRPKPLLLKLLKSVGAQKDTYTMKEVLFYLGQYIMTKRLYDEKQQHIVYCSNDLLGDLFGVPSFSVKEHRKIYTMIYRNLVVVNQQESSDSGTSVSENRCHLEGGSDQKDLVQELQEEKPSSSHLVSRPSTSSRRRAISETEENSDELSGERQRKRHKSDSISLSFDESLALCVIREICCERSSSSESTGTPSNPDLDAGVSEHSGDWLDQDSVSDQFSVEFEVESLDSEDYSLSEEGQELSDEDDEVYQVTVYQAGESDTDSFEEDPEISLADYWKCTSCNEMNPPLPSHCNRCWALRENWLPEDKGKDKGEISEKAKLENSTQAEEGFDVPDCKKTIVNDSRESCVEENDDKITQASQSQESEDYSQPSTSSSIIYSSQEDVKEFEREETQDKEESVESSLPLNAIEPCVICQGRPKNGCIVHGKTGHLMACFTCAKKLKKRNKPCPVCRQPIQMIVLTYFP
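system = mammalian cells stably expressing self-ubiquitinating, self-degrading MDM2 E3–luciferase fusion | quantity = 2000 cells per well seeded | incubation = 4 h cell settling then 2 h compound exposure, 37 °C | signal = SteadyLite luminescence, 15 min reagent step | benchmarks = plate control and blank wells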
PERK inhibitor: block of dimerizer-induced PERK translation repression, primary screen, PERK inhibitor project, CHO PERK-DD cells, SEAP luminescence, HTS; AID 1416, 2008; inhibition, % at 5.6 µM; 0.17% of 220,000 active; Eukaryotic translation initiation factor 2-alpha kinase 3 (Homo sapiens), Q9NZJ5; CHO PERK-DD fusion, SEAP luminescence translation reporter;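 active = inhibition above the mean inhibition of all tested compounds plus 3 SD, set separately per screening campaign, cut at about 2.9% in these data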;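 note: PERK kinase domain activated by AP20187 dimerizer at 100 nM; 0% = DMSO with dimerizer and 100% = rapamycin at 8.4 µM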
Ba/F3 V617F tox: reduced viability of JAK2V617F-dependent Ba/F3 cells, primary screen, JAK2V617F inhibitor project, cell-based, Ba/F3 EpoR-JAK2V617F, luminescence; ATP luminescence; 1.1% of 220,000 active; inhibition, % at 5.6 µM; AID 1446, 2008;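 active = inhibition above the campaign mean plus 3 SD over all tested compounds, cut at about 24% in these data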;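 note: cytokine-independent growth of Ba/F3 cells driven by EpoR plus mutant JAK2; 0% = DMSO-treated cells and 100% = JAK inhibitor I control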
eIF4E-4G inh: eIF4E–eIF4G protein interaction inhibitors, primary screen, biochemical, uHTS, TR-FRET, eIF4GI fragment. AID 782, 2007. TR-FRET eIF4E-eIF4GI(517-606) binding, 2 h. inhibition, % at 21.7 µM. Eukaryotic translation initiation factor 4E (Mus musculus) + Eukaryotic translation …. 0.37% of 220,000 active;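 active = inhibition above about 30%, limit read from the data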;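 note: 0% = full FRET control wells and 100% = background wells lacking eIF4GI fragment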
S1P4 agonist: S1P4 receptor agonists, primary screen, cell-based; S1P4-expressing cell line, agonist reporter assay; 0.35% of 220,000 active; activation, % at 4.98 µM; in the data active = activation above about 11%;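 note: 0% = DMSO vehicle and 100% = reference agonist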
Target sequence (O95977 whole entry, looked up): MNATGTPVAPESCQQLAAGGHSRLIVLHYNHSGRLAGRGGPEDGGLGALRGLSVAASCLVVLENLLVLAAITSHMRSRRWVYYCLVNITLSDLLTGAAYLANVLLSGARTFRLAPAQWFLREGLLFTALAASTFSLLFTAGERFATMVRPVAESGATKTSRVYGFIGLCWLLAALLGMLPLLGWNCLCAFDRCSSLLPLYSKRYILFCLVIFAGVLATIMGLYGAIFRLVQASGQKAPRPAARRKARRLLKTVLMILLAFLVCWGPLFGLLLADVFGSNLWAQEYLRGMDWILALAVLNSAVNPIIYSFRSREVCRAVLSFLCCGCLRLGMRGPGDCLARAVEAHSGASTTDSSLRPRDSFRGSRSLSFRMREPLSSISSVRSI
NPY2 pot ag: NPY-Y2 potentiators or agonists, primary screen, cell-based; cells expressing NPY-Y2, potentiator/agonist read-out; activation, % at 3.6 µM; 0.45% of 220,000 active; AID 1359, 2008; in the data active = activation above about 27%;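 note: cells stimulated with NPY near EC25 plus isoproterenol at EC100; 0% = vehicle plus submaximal agonist and 100% = vehicle plus saturating agonist; some results beyond the cut were filed as inactive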
Wee1 degr inh: Wee1 degradation inhibitors, primary screen, cell-based, HeLa, Wee1K328M-luciferase, luminescence | HeLa Luc-Wee1K328M stability; 100% = proteasome inhibitor MG132 effect | 1.2% of 220,000 active | Wee1-like protein kinase (Homo sapiens), P30291 | AID 1321, 2008 | reporter increase, % at 5 µM;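 active = activation above the mean of all tested compounds plus 3 SD, set per screening run, cut at about 8.8% in these data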;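 note: cells exposed to compound for 20 h before luminescence read; 0% = DMSO alone and 100% = MG132 at 30 µM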
S1P4 antag: S1P4 receptor antagonists, primary screen, cell-based | S1P4-expressing cells, antagonist mode, reporter read-out | 0.26% of 220,000 active | Sphingosine 1-phosphate receptor 4 (Homo sapiens), O95977 | AID 1510, 2009 | inhibition, % at 4.98 µM; in the data active = inhibition above about 29%;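 note: 0% = wells stimulated with agonist and 100% = vehicle wells without agonist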
BaF3 tox: parental Ba/F3 cell viability inhibition, counter-screen for JAK2V617F inhibitor project, murine pro-B, CellTiter-Glo luminescence; CellTiter-Glo ATP luminescence; inhibition, % at 5.6 µM; 1.1% of 220,000 active; AID 1486, 2009;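 active = inhibition above a per-campaign cutoff, the mean inhibition of all tested compounds plus 3 SD, cut at about 27% in these data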;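 note: 0% = DMSO wells and 100% = JAK Inhibitor I control wells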
Starred values were filed as active, the others as inactive; . = not tested or not shown; [ ] = dose if it differs, or a comment.

SMILES | MDM2 E3 inh | PERK inhibitor | Ba/F3 V617F tox | eIF4E-4G inh | S1P4 agonist | NPY2 pot ag | Wee1 degr inh | S1P4 antag | BaF3 tox
O=[N+]([O-])c1cn(Cc2ccc(Cl)cc2)cn1 | -14 | 0.4 | 1 | 2[fluorescence artefact?] | 1.6 | 2 | 0 | 1 | 4
COc1ccccc1C(CC(=O)N1CCCC1)c1ccc2c(c1)OCO2 (centres undefined) | -13 | 0.5 | -2 | 1 | -1.6 | 8 | 4 | -5 | 4
COc1ccc(S(=O)(=O)c2c(C)c(NS(=O)(=O)c3ccccc3)cc(C)c2O)cc1 | -19 | -0.4 | 1 | 1 | 1.7 | -24 | 0 | -12 | 5
O=C(Nc1ccc(-n2ccc(C(F)(F)F)n2)cc1)Nc1cccc(Cl)c1 | -6 | -0.6 | 54* | 4 | -0.3 | 40* | 3 | 2 | 63*
COc1ccc(CCN(CC(=O)NC2CCCC2)C(=O)Cn2nnc(-c3ccc(C)o3)n2)cc1OC | 5 | -0.1 | 0 | 5 | 0.8 | 4 | 1 | -12 | 5
CC(Nc1cccc2ccccc12)C(=O)N/N=C/c1ccc([N+](=O)[O-])cc1 (centres undefined) | . | -0.7 | -3 | -1[fluorescence artefact?] | 0.1 | 7 | 2 | -15 | 5
COc1ccc(CN2CCCCCC2)c(C)c1C | 4 | -0.5 | 2 | 2 | -1.6 | 0 | 2 | -5 | 5
Cc1cccc(C2NS(=O)(=O)N=C2N)c1 (centres undefined) | -5 | 1.3 | 1 | -10[fluorescence artefact?] | -0.6 | 5 | 0 | -2 | 3
CC(C)(C)NC(=O)Cn1c(SCC(=O)N2CCCCCC2)nc2ccccc21 | -24 | -0.6 | -4 | 1 | -1.5 | 7 | -2 | 15 | -1
CCC(=O)Nc1nc2ccccc2n1Cc1ccccc1C | -77 | -0.9 | 0 | -1[fluorescence artefact?] | -0.6 | 6 | 3 | -5 | 6
CCN(CC)C(=O)C1CCCN(c2ccc([N+](=O)[O-])cc2[N+](=O)[O-])C1 (centres undefined) | 3 | -0.8 | 5 | 4 | -0.1 | -12 | 3 | -3 | 5
O=C(C1=C[C@H](c2csc3ccccc23)C[C@H](OCCCCO)O1)N1CCN(Cc2ccc3c(c2)OCO3)CC1 | . | -0.1 | 6 | 3 | -2.5 | -1 | -3 | 19 | 5
Cc1nc2ccccc2c2c(N)c3ccccc3n12 | -17 | 0.4 | 5 | 8 | -0.5 | -2 | -2 | -16 | 4
COc1cccc(C2C=C(Nc3ccccc3)C(=O)N2c2ccccc2)c1 (centres undefined) | -15 | 0.5 | -2 | 4 | 0.7 | 13 | -2 | -4 | 3
COc1ccc(-c2[nH]nc3c2C2(C(=O)N(CC(=O)O)c4ccccc42)C(C#N)=C(N)O3)cc1OC (centres undefined) | -4 | 0.1 | 6 | -10[fluorescence artefact?] | 0.8 | -4 | 3 | -35 | 2

Complete entries from above. Screens in order: MDM2 E3 inh | PERK inhibitor | Ba/F3 V617F tox | eIF4E-4G inh | S1P4 agonist | NPY2 pot ag | Wee1 degr inh | S1P4 antag | BaF3 tox
CC(Nc1cccc2ccccc12)C(=O)N/N=C/c1ccc([N+](=O)[O-])cc1 (centres undefined) is entered as . | -0.7 | -3 | -1[fluorescence artefact?] | 0.1 | 7 | 2 | -15 | 5
COc1ccc(CN2CCCCCC2)c(C)c1C is entered as 4 | -0.5 | 2 | 2 | -1.6 | 0 | 2 | -5 | 5
CCN(CC)C(=O)C1CCCN(c2ccc([N+](=O)[O-])cc2[N+](=O)[O-])C1 (centres undefined) is entered as 3 | -0.8 | 5 | 4 | -0.1 | -12 | 3 | -3 | 5
O=C(Nc1ccc(-n2ccc(C(F)(F)F)n2)cc1)Nc1cccc(Cl)c1 is entered as -6 | -0.6 | 54* | 4 | -0.3 | 40* | 3 | 2 | 63*

Next compounds:
SMILES | MDM2 E3 inh | PERK inhibitor | Ba/F3 V617F tox | eIF4E-4G inh | S1P4 agonist | NPY2 pot ag | Wee1 degr inh | S1P4 antag | BaF3 tox
S=C(Nc1ccc(Cl)cc1)N1CCCCC1 | 4 | 0.7 | 5 | 3 | 0.6 | -1 | 5 | -9 | 12
CC(C)C(=O)NCCc1nc2ccccc2n1CCc1ccccc1 | -6 | -1.1 | -1 | 3 | 0.2 | -10 | 0 | 13 | 1
CC(=O)NC1=NN(C(C)=O)C(c2ccc(C)cc2)S1 (centres undefined) | 5 | 1.4 | -1 | 0 | -1.0 | -13 | 12* | -6 | 8
O=C(CC1CCCCC1)NCc1ccccn1 | -1 | 0.4 | 3 | -2[fluorescence artefact?] | 2.4 | -12 | -1 | -8 | 3
Cc1cccc(N(C(=O)c2csnn2)C(C(=O)NC(C)(C)C)c2cccs2)c1 (centres undefined) | -9 | 0.9 | -2 | 1[fluorescence artefact?] | 0.1 | 6 | 5 | -1 | 6
CC(C)Cn1cc(C(=O)N2CCOCC2)c2c3ccccc3n(C)c2c1=O | 1 | -0.9 | 0 | 18 | -0.5 | -7 | -1 | -10 | 7
Cc1nn(CC(=O)NCCCN2CCOCC2)c(C)c1[N+](=O)[O-] | -7 | 0.2 | 2 | -5 | 0.1 | -12 | 0 | -2 | 8
CCOc1ccc(C(=O)NCC(c2cccs2)N(C)C)cc1OCC (centres undefined) | -15 | -0.4 | 8 | 2[fluorescence artefact?] | 1.0 | 7 | -2 | -10 | 11
CCOC(=O)c1c(C)n(C)c2cc(Br)c(C)cc12 | . | 1.5 | -5 | 3 | -0.4 | -14 | -1 | -6 | 3
COc1cccc(-c2nnc(SCc3nc4ccccc4s3)n2C)c1 | 2 | -0.5 | -1 | -1 | -0.2 | 28 | -3 | 11 | 4
CCc1cccc2c(C(=O)COC(=O)/C=C/c3ccccc3OC)c[nH]c12 | -13 | 0.1 | 2 | -4[fluorescence artefact?] | 1.9 | 1 | -2 | -22 | 5
O=C(CNCc1ccccc1Cl)Nc1ccc2c(c1)OCCO2 | -13 | 2.6 | -2 | 10 | -1.2 | -14 | -1 | 5 | -3
Cc1ccc(NC(=O)C(=O)NCc2ccco2)c(C)c1 | 8 | 0.7 | -1 | 2 | -2.1 | 7 | -2 | -10 | 3
Cn1nc(C(=O)Nc2ccc(S(=O)(=O)N3CCCCC3)cc2)ccc1=O | 5 | -0.4 | 10 | -4 | 2.1 | -7 | -2 | -2 | 12
COc1cc(NC(=O)CSCC(=O)Nc2cc(OC)cc(OC)c2)cc(OC)c1 | . | 1.6 | -9 | -15 | 0.4 | 1 | -1 | -14 | -4
Cc1c(N2C(=O)C(C)SC23C(=O)Nc2ccccc23)c(=O)n(-c2ccccc2)n1C (centres undefined) | -4 | 1.0 | 0 | 13 | -2.9 | 10 | 0 | 2 | 3
CCN(C1CCCCC1)S(=O)(=O)c1cn(C)c(=O)n(C)c1=O | -7 | 0.2 | -1 | 0 | 0.0 | 4 | 0 | -5 | 8
CC(=O)Oc1c(C)c(=O)n(C)c2ccccc12 | -40 | 0.7 | 66* | 2 | 0.6 | 1 | 1 | -18 | 42*
CCCC(=O)OCC(=O)Nc1ccc(OC(F)F)cc1 | -15 | 0.5 | -4 | -3 | 1.5 | 1 | 0 | -15 | 0
COC(=O)c1ccc(Oc2cc(C)nc(Cl)n2)cc1 | -3 | 0.4 | 4 | 1 | 0.4 | -12 | 1 | -12 | 9
COc1ccc(NC(=O)c2ccc(S(=O)(=O)N(C)c3ccccc3)cc2)cn1 | . | 0.1 | -4 | -5 | 0.1 | 10 | -1 | -19 | -5
CC(=O)N1N=C(c2ccccc2O)OC1(C)CC(=O)Nc1ccccc1 (centres undefined) | 4 | 0.9 | -2 | -2 | 1.3 | 7 | 1 | -2 | 1
Cc1nc2cc(NC(=O)COc3ccccc3C#N)ccc2n1-c1ccccc1 | 7 | -1.4 | -1 | -3 | 0.9 | -5 | 1 | -5 | 6
Cc1cccc(N2C(=O)CCC2=O)c1 | -19 | 0.2 | -2 | 1[fluorescence artefact?] | 0.1 | -5 | 0 | -17 | 0
CC1CC(C)CN(S(=O)(=O)c2ccc(C(=O)N(c3ccccn3)C3CCCCC3)cc2)C1 (centres undefined) | -15 | 0.0 | 1 | 1 | 1.3 | -5 | -2 | 12 | 9
O=C(O)/C=C/C(=O)Nc1ccc2nccnc2c1 | -18 | -0.3 | 1 | -2 | -0.1 | 7 | 4 | -6 | 5
CC(C)CC(C(=O)OCC(=O)c1c(N)n(C)c(=O)n(C)c1=O)N1C(=O)C2CC=CCC2C1=O (centres undefined) | -12 | 0.1 | -3 | 2 | 0.3 | 8 | 1 | -1 | -3
CCNC(=S)Nn1cnc2ccccc21 | . | 0.8 | 2 | -9 | 2.1 | -11 | -1 | 0 | -9
Cc1occc1C(=O)NCCc1ccc(Cl)cc1 | -4 | -1.1 | 2 | 4 | -0.7 | -5 | 3 | -19 | 5
Cc1nc(NC2=NCN(CC3CCCO3)CN2)nc2ccccc12 (centres undefined) | . | -0.1 | 38* | . | -0.3 | -5 | -3 | -32 | 34*
COC(=O)c1c(NC(=O)CN2CCCc3ccccc32)sc(C)c1C | 8 | 0.4 | -2 | -1 | 1.0 | 2 | -1 | -7 | 1
COc1c(C(=O)NNC(=O)c2ccccc2)csc1Br | -6 | 0.4 | 0 | -4 | 0.7 | -1 | -2 | 7 | -4
CC(C)(C)c1ccc(-c2nc3n(c(=O)c2C#N)CCS3)cc1 | -7 | 1.0 | -1 | 5 | 0.3 | 5 | -2 | -12 | 3
Cc1cccc(NC(=O)CN(C)S(=O)(=O)c2cccc3cccnc23)c1C | 0 | -0.9 | 0 | -5 | 0.2 | 7 | -1 | -5 | 1
CCC(=O)N(Cc1cc2cc(OC)ccc2[nH]c1=O)c1cc(C)ccc1C | -2 | -0.7 | -2 | . | -0.4 | 8 | -1 | -5 | 2
COC(=O)C1=C(C)N(c2ccc(C)cc2)/C(=C/c2ccc(O)cc2)C1=O | 10 | 0.8 | -2 | 2 | 2.1 | -3 | -2 | -12 | 2
CCc1ccc(C(=O)c2cncc(Br)c2)cc1 | -12 | 0.6 | 0 | 0 | 0.9 | -5 | -1 | -4 | 6
Cc1cc(C)n2nc3nc4c(cc3c2n1)CCCC4 | -1 | 0.5 | -2 | 1 | 1.3 | -3 | 1 | 0 | 2
CCCOc1ccc(/C=C/C(=O)Nc2ccc([N+](=O)[O-])cc2C)cc1OC | -7 | 1.1 | 3 | -2 | -1.7 | 1 | 0 | 7 | 2
COc1ccc(N2CCN(C(=O)c3ccc4c(Cl)c5c(nc4c3)CCCC5)CC2)cc1 | . | -0.4 | 1 | 6 | 2.8 | 0 | 3 | 1 | 7
CC(C)(C)c1cn(-c2ccccc2)c(=S)[nH]1 | 7 | 1.2 | -2 | 9 | 0.5 | 4 | -2 | -1 | 1

Screening data: PubChem, several laboratories
